ERG-DNA inh: blocks human ERG Ets domain binding to DNA | AID 624246 | P11308 | Potency, µM (titrated, usually from 76.9 µM), for the others: top-dose FP activity, negative = inhibition, most hits filed as inhibitors | hit rate 0.028% among 370,000 | fluorescence polarization, His-ERG Ets domain / labelled DNA; active means well fitted inhibition curve with a large enough effect in the polarisation, with a control signal flat; inconclusive means small, poorly fitted or top-dose-only effect, or effect the other way, or a change in a side signal; inactive means no such curve, though single readings can be large or run the other way; the % refers to the polarisation;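 further: polarization taken with two DNA probes labelled with fluorescein and Texas red; potency means the concentration at half of the fitted maximal effect; % of control where 0% means no effect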
Target sequence (P11308 whole entry, looked up, the tested form may be a part): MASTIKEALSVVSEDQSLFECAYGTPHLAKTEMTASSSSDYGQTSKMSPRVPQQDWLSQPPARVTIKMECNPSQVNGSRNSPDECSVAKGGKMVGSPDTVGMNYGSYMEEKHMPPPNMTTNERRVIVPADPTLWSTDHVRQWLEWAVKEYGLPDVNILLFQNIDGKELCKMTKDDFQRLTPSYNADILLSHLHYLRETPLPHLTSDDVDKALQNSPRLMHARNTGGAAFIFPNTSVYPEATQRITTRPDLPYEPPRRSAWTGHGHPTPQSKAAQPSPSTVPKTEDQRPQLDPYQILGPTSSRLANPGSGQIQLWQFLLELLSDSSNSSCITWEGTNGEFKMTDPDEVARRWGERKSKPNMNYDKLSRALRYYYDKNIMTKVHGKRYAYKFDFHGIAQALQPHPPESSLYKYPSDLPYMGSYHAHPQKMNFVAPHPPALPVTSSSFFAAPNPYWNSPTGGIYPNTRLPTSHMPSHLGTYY
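His-tagged ERG Ets domain (1 uM in the protein solution; 300mM KCl, 50mM Tris-HCl, 1mM EDTA, 1mM DTT, pH 7.5) received compound, then a probe mix of 5 nM fluorescein-DNA and 100nM Texas-615-DNA. Fluorescence polarization was read for both dyes.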
D2 antag: D2 dopamine receptor (human) antagonism. P14416. inhibition, % at 10 µM. hit rate 2% among 340,000. HEK293 TREx D2 cells, calcium flux, dopamine EC80; in the data active means inhibition above about 30%; further: 0% is about no effect
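Compounds are added to dye-loaded, induced HEK293 T-REx cells coupled to calcium release via D2; after a 3 min kinetic read an EC80 dopamine stimulus is given and fluorescence is recorded for 3 more min.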
LDHA inh: LDHA (human) enzyme inhibition; AID 1347041; hit rate 0.15% among 480,000; activity change, % (values are at about 110 or 230 µM); purified LDHA, NADH/diaphorase-resazurin fluorescence; stronger effect = lower value; P00338; in the data active means activity change below about -30%; inconclusive means mostly about -25% to -30%;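 further: plate controls were DMSO wells for no effect and wells without enzyme for full effect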
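LDH5 2 nM; NADH 0.06 mM, pyruvate 0.2 mM; 200 mM Tris pH 7.4, EDTA, Tween-20; 5 min RT. Detection: diaphorase 0.133 mg/mL + resazurin 37 µM, fluorescence ex540/em590 at 0 and 20 min; normalized to enzyme-free and DMSO wells.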
Vif-APOBEC3G blk: blocks the Vif interaction with human APOBEC3G | Q9HC16 | HeLa A3G-eYFP + Vif (tagged APOBEC3G with the HIV-1 protein that degrades it), YFP fluorescence, overnight | Potency, µM (doses to about 46.1 µM), for the others: at the highest dose activity, negative = active, hits mostly inhibitors | hit rate 0.076% among 410,000;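 further: potency means the concentration at half of the fitted maximal effect; on the % scale 0 is the no-effect control and ±100 the full control effect; nearly all actives have a fitted effect of over 60% in size; hits raise eYFP signal because A3G escapes Vif-driven loss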
Target sequence (Q9HC16 whole entry, looked up): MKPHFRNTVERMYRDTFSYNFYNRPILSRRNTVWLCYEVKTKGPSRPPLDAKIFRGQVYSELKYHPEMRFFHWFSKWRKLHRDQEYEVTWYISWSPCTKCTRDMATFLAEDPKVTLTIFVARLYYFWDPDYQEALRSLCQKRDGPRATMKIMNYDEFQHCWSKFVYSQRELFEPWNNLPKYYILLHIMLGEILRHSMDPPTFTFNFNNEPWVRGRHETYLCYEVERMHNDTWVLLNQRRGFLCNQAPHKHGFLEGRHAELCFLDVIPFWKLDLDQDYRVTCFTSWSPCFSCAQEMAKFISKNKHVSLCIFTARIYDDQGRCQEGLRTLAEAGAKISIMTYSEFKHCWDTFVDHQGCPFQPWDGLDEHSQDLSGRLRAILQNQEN
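Read-out is eYFP fluorescence (Ex 488/Em 500-530) from Vif-expressing HeLa A3G-eYFP cells; more signal means A3G escaped Vif-mediated degradation. Cells plated overnight, compound pinned in, incubated overnight at 37 deg C.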
ALOX12 inh: blocks human arachidonate 12S-lipoxygenase; P18054; purified 12hLO, xylenol orange hydroperoxide absorbance; Potency, µM (highest dose often 108 µM), without a hit: at the top dose activity change, negative = inhibition, usual class: inhibitors; hit rate 1.1% among 580,000; further: potency means the concentration at half of the fitted maximal effect; on the % scale 0 is the no-effect control and ±100 the full control effect
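Hydroperoxide product was detected by ferrous iron/xylenol orange as the 573 to 405 nm absorbance ratio. Arachidonic acid at 40 uM (final) was turned over for 30 min at room temperature by 150 nM human 12hLO, pH 7.0 Hepes buffer, after 15 min compound preincubation.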
Vif-A3F inh: Vif-A3F binding inhibition; HeLa A3F-eYFP + Vif (tagged APOBEC3F with the HIV-1 protein that degrades it), YFP fluorescence increase; Potency, µM (doses to about 46.1 µM), inactives show at the highest dose activity, negative = active; hit rate 0.2% among 390,000; AID 602313; further: potency means the concentration at half of the fitted maximal effect; % of control where 0% means no effect; nearly all actives have a fitted effect of over 65% in size
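Fluorescence increase (Ex 488/Em 500-530) after overnight compound treatment at 37 deg C flags inhibition of Vif-driven A3F-eYFP loss in stable HeLa A3F-eYFP/Vif cells seeded overnight beforehand.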
GRP78 ERSR act: inducers of ER stress response in human glioma cells; U87-MG GRP78 promoter luciferase reporter, 16 h; Potency, µM, inactives show top-dose activation, most hits filed as activators; hit rate 0.02% among 420,000; AID 602332; further: potency means the concentration at half of the fitted maximal effect; series mostly up to about 76 µM; % of control where 0% means no effect; nearly all actives have a fitted effect of over 35% in size
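Stably transfected U87-MG human glioma cells carrying a GRP78-based luminescent sensor were seeded at 1000 cells/well, pin-dosed with compounds and incubated 16 h. Luciferase reagent was then added, and end-point luminescence was read after 10 min at room temperature.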
D2 agonist: D2 dopamine receptor (human) agonism; HEK293 T-REx D2 cells, calcium flux agonist mode; activation, % at 2 µM; hit rate 0.53% among 340,000;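 active means activation over 3 SD above normal in the single-dose calcium agonist read, cut at about 30% in these data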; further: 0% is about no effect
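Tetracycline-induced HEK293 T-REx cells with force-coupled D2 receptor, plated overnight at 30 C, loaded with no-wash calcium dye. After a 10 s baseline, compound was pin-added and calcium flux read kinetically for 180 s; calcium rises flagged agonists.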
RGS4 inh: inhibitors of human regulator of G protein signaling 4 | P49798 | Transcreener GDP fluorescence polarization, RGS4-accelerated GTP hydrolysis | Potency, µM (doses to about 114 µM), for the others: top-dose activity change, negative = inhibition, usual class: inhibitors | hit rate 0.039% among 390,000 | AID 504845; further: potency means the concentration at half of the fitted maximal effect; on the % scale 0 is the no-effect control and ±100 the full control effect; nearly all actives have a fitted effect of over 75% in size; some results filed as inactive show a strong effect at the top dose
Target sequence (P49798 whole entry, looked up): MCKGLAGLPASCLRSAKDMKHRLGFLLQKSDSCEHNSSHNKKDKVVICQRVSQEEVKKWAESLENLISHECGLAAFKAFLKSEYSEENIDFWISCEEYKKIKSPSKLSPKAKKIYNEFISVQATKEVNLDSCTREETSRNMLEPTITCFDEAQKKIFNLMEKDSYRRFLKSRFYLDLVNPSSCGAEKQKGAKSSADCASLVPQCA
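MLSMR compounds (23 nl, pin-transferred) preincubated 10 min at room temperature with a 500nM (2x) first reagent, then RGS4 at 900nM (2x) plus Transcreener GDP mix added; fluorescence polarization (620/688 nm) read before and after 90 min at 30 °C.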
The depositor's hits bear a star; i = inactive; ? = inconclusive; / = not tested or not shown; & = joins results of further samples; [ ] = another dose, or the depositor's remark. Unless noted, the call rests on the fitted dose curve; in most records, active means well fitted curve in the direction sought with a large enough effect; inconclusive means small, poorly fitted or top-dose-only effect, or another doubt; inactive means no such curve, though single readings can be large; an effect the other way counts as inactive or inconclusive.

smiles	ERG-DNA inh	D2 antag	LDHA inh	Vif-APOBEC3G blk	ALOX12 inh	Vif-A3F inh	GRP78 ERSR act	D2 agonist	RGS4 inh
CCN(CC(=O)NC1CCS(=O)(=O)C1)S(=O)(=O)c1cc([N+](=O)[O-])ccc1C (configuration not stated)	26%	0	-4	0%	?	6%	-2%	0.3	-37%
CC1(C)Cc2c(sc3nc(-c4cccs4)n(N)c(=O)c23)CO1	-7%	10	-5	1%	-9%	1%	7%	0.1	41%
COc1ccc(S(=O)(=O)N2CCCCCC2)cc1C(=O)N1CCCC(C(F)(F)F)C1 (configuration not stated)	-22%	-2	-5	1%	12%	0%	-4%	0.2	11%
COc1ccc(C(CNC(=O)c2ccc(S(=O)(=O)Nc3cccc(C)c3C)cc2)N2CCOCC2)cc1 (configuration not stated)	3%	/	0	0%	19%	-15%	-4%	/	14%
COc1cc(/C=N/Nc2ccc([N+](=O)[O-])cc2S(=O)(=O)N2CCOCC2)cc(OC)c1OC	5%	5	4	-4%	-10%	14%	-3%	0.0	-11%
C=CCNC(=O)COC(=O)c1ccc(Cl)c(S(N)(=O)=O)c1	7%	-1	-4	1%	0%	-1%	-4%	0.8	3%
CCOC(=O)C1CCN(C(=O)CCS(=O)(=O)c2ccc3c(c2)n(C)c(=O)c(=O)n3C)CC1	-12%	/	-1	-4%	2%[57.4 µM]	-3%	-4%	/	-3%
COc1ccc(OCC(=O)N/N=C/c2ccncc2)cc1	1%	-4	-6	3%	4%	-8%	-3%	2.3	-23%
O=C1CNC(=O)/C1=C\c1ccc(O)cc1	-12%	-14	3	-2%	-24%	-1%	-5%	1.1	-17%
CNS(=O)(=O)c1cccc(C(=O)NCC(c2cccs2)N(C)C)c1 (configuration not stated)	-8%	-4	-9	2%	-7%	7%	-4%	-0.4	8%
O=C(O)c1cc2c(cc1NC(=O)c1c(F)cccc1F)OCCCO2	7%	-32	-7	0%	-9%	0%	0%	-1.0	-2%
COc1cccc(C(O)c2nc(-c3ccc(F)c(Cl)c3)cs2)c1 (configuration not stated)	/	/	-5	-5%	-15%	/	-1%	/	/
CCOC(=O)c1ccc(S(=O)(=O)N2CCC(N3CCCCCC3)CC2)cc1	/	/	-1	-2%	-5%	2%	-3%	/	/
O=C(Nc1ccc(Cl)c(Cl)c1)Nc1ccccn1	5%	-3	-5	0%	0%	4%	4%	0.2	9%
CC(=O)c1ccc(NC(=O)COC(=O)c2c3c(nc4ccccc24)/C(=C\c2cccs2)CCC3)cc1	3%	-16	-6	-6%	-16%	-3%	-1%	2.7	-16%
Cc1ccc(OCCNC(=O)C2CC(=O)N(Cc3ccccc3)C2)cc1 (configuration not stated)	-5%[15.4 µM]	-30	-5	0%	0%	7%	6%	0.2	-13%
COc1ccc(C(=O)N2CCCN(C)CC2)cc1S(=O)(=O)N1CCCc2ccccc21	-2%	-20	-2	-1%	0%	2%	-2%	0.2	-11%
CC(=O)c1ccc(N2CCN(C(=O)CS(=O)(=O)c3cccc4nsnc34)CC2)cc1	-4%	/	-2	0%	-16%	4%	-2%	0.8	-7%
COc1ccccc1CNC(=O)C1CCC(CNS(=O)(=O)c2ccc(NC(C)=O)cc2)CC1 (configuration not stated)	-2%	9	-7	2%	0%	0%	-2%	0.2	-12%
Cc1ccc(-c2nc3ccc(Cl)cn3c2CC2CCCCC2)cc1	/	/	-7	0%	?	/	-3%	/	/
CCN(c1ccccc1)c1nnc(NC(=O)Nc2ccc(C)cc2)s1	1%	/	-4	0%	0%	10%	-1%	-0.5	-17%
Cc1cc(N2CCN(c3ccccc3)CC2)nc(N2CCOCC2)n1	-6%	-2	0	-5%	17%	3%	-4%	-0.6	-5%
COc1ccc(Cc2nc3ccc(C(=O)N(C)C(C)c4ccon4)cc3o2)cc1 (configuration not stated)	14%	-2	-2	4%	368%[activator]	-2%	?	0.0	7%
Cn1cnc(NCc2ccccc2)c1[N+](=O)[O-]	-10%	-2	-3	3%	4%	0%	1%	0.8	16%
CCOc1cc(C(=O)OCC(=O)Nc2ncc(Cl)c(C)c2Cl)ccc1OCC(=O)N1CCOCC1	-3%	8	5	-5%	-2%	2%	-3%	0.9	-25%
CCCSc1nnc(NC(=O)Nc2ccccc2)s1	-10%	10	-1	1%	3%	-2%	9%	-0.6	-19%
Cc1ccc(S(=O)(=O)N(CC(=O)Nc2ccc(C)c(Cl)c2)C(=O)N2CCN(C)CC2)cc1	12%	5	-3	0%	-20%	-19%	-5%	0.6	?
COc1ccc(OC)c(C2C/C(=N/O)C(C)C(c3cc(OC)ccc3OC)N2)c1 (configuration not stated)	11%	/	0	-8%	-24%	-6%	-3%	/	7%
CC(OC(=O)c1cn(-c2ccccc2)nc1-c1cccnc1)C(N)=O (configuration not stated)	4%	-8	-8	0%	-11%	-1%	5%	-1.5	-3%
Cc1ccc(S(=O)(=O)N2[C@@H](c3ccccc3)C(C(=O)O)=CC[C@H]2c2ccc(Cl)c(Cl)c2)cc1	7%	-6	-7	-5%	?	1%	-3%	-0.6	-19%
Cc1ccc(-c2nc(NCCCN(C)C)c3ccccc3n2)cc1	/	/	-1	7%	-24%	-10%	3%	/	/
CCOc1ccc(S(=O)(=O)NCC2CCCO2)cc1 (configuration not stated)	/	3	-7	2%	1%	-5%	-3%	-1.0	-16%
COc1ccccc1Nc1ncnc2ccc(C)cc12	-6%	10	0	-6%	301%[activator]	-2%	2%	0.3	-23%
Cc1c(C(=O)OCC(=O)N(C)C2CCS(=O)(=O)C2)oc2ccc(Br)cc12 (configuration not stated)	97%[activator]	-9	1	-1%	-12%	-3%	2%	1.0	-27%
Cc1cc(Cl)ccc1NC(=O)CCC(=O)O	0%	0	-4	-1%	-26%	-6%	-2%	0.4	-16%
COc1ccc2[nH]c(C(=O)N3CCNCC3)cc2c1OC	-5%	-8	5	-1%	15%	16%	-3%	0.6	-1%[56.9 µM]
COc1ccc(CNC(=O)CN(c2ccccc2OC)S(=O)(=O)c2cccs2)cc1	9%	/	1	3%	131%[activator]	12%	-2%	/	-21%
COc1ccccc1CNc1nc(-c2ccco2)nn1S(=O)(=O)c1ccc2ccccc2c1	9%	/	8	2%	?	2%	-1%	-2.2	-23%
CC(C)CCNC(=O)C1CCC(CNS(=O)(=O)c2cccc3nsnc23)CC1 (configuration not stated)	-3%&3%	/	-3&-4	3%&2%	-26%	0%&3%	-7%&-3%	-1.6	4%&-14%
CCOc1ccc(CCNC(=O)CCc2nc3ccccc3[nH]2)cc1OCC	8%	-4	-3	-1%	-28%	8%	-3%	-0.9	9%
COc1ccc(-c2cc(C(F)(F)F)nc(SCC(=O)Nc3ccc(C(C)=O)cc3)n2)cc1	-1%	/	-7	-5%	0%	1%	-5%	-0.1	3%
O=C(c1cc(-c2ccco2)on1)N1CCCc2ccccc21	1%	-5	6	0%	?	-7%	-1%	-0.4	-6%
CNc1nc(Cl)c(SC)c(NCc2ccc(F)cc2)n1	8%	3	-1	-3%	/	-20%	-2%	0.1	11%
COc1ccc(-n2nnnc2C(c2cccs2)N2CCN(C/C=C/c3ccccc3)CC2)cc1 (configuration not stated)	/	/	-3	-14%	?	/	-4%	/	/
Cc1ccc(S(=O)(=O)N2CCN(Cc3cc4c(cc3Br)OCCO4)CC2)cc1	0%	18	2	1%	1%	2%	-3%	-0.4	-1%
O=C(O)c1ccccc1-c1ccccc1C(=O)Nc1ccccc1-c1ccccc1	-4%	/	-2	8%	18%	1%	-4%	/	-3%
Cc1ccc(C(=O)NC2CCN(CC(=O)NCc3cccs3)CC2)cc1	-3%	13	-3	9%	0%	-1%	2%	0.7	-18%
COc1ccc(Nc2nnc(SCC(=O)Nc3cc(C)on3)s2)cc1	0%	15	-7	1%	i	-4%	-1%	-2.4	10%
Cc1ccc(/C=C/C(=O)OCC(=O)N(C)c2c(N)n(Cc3ccccc3)c(=O)[nH]c2=O)o1	/	/	-2	0%	-21%	1%	-4%	/	/
CCOc1ccc(N=Nc2c(C)[nH]n(-c3ccccc3)c2=O)cc1	0%	5	0	-1%	?	-2%	2%	0.5	18%
CC(C)(CNC(=O)c1cc2c(s1)CCCC2)N1CCOCC1	3%	12	-7	1%	4%	6%	-3%	-1.0	-3%
O=C(OCc1ccccc1)N1CCCC2CC1c1ccccc12 (configuration not stated)	/	/	-3	-2%	-7%	-6%	3%	/	/
O=C(NCCCN1CCOCC1)c1ccc2c(=O)n(Cc3ccccc3)c(=S)[nH]c2c1	15%	-23	-3	-1%	11%	0%	-3%	1.6	-9%
COc1ccc(C2NC(=O)c3ccccc3N2)cc1OC (configuration not stated)	-21%	-22	-3	1%	?	0%	4%	1.6	-36%

One compound at a time, as listed above.
Record of Cc1ccc(S(=O)(=O)N2[C@@H](c3ccccc3)C(C(=O)O)=CC[C@H]2c2ccc(Cl)c(Cl)c2)cc1 = ERG-DNA inh = 7%; D2 antag = -6; LDHA inh = -7; Vif-APOBEC3G blk = -5%; ALOX12 inh = ?; Vif-A3F inh = 1%; GRP78 ERSR act = -3%; D2 agonist = -0.6; RGS4 inh = -19%
Record of CCOc1cc(C(=O)OCC(=O)Nc2ncc(Cl)c(C)c2Cl)ccc1OCC(=O)N1CCOCC1 = ERG-DNA inh = -3%; D2 antag = 8; LDHA inh = 5; Vif-APOBEC3G blk = -5%; ALOX12 inh = -2%; Vif-A3F inh = 2%; GRP78 ERSR act = -3%; D2 agonist = 0.9; RGS4 inh = -25%

The list is partial; rates above refer to the full screens.
